TR-FRET SRC-2 ct = TR-FRET signal artefacts, primary screen, artefact control for PPARgamma SRC-2 agonist project, biochemical; TR-FRET artefact counter-screen; active compounds read high; TR-FRET ratio at 8 µM; actives 0.4% (n = 200,000); in the data active means TR-FRET ratio above about 2000; further: inactives centre near 1500
PPARg SRC1 recr = PPARgamma agonists recruiting SRC-1 coactivator, primary screen, biochemical. Peroxisome proliferator-activated receptor gamma (Homo sapiens), P37231. PPARgamma-SRC-1 coactivator recruitment biochemical assay. activation, % at 8 µM. actives 0.41% (n = 200,000). AID 631, 2007; in the data active means activation above about 19%;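 further: 0% = DMSO and 100% = reference agonist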
Target sequence (P37231 whole entry, looked up): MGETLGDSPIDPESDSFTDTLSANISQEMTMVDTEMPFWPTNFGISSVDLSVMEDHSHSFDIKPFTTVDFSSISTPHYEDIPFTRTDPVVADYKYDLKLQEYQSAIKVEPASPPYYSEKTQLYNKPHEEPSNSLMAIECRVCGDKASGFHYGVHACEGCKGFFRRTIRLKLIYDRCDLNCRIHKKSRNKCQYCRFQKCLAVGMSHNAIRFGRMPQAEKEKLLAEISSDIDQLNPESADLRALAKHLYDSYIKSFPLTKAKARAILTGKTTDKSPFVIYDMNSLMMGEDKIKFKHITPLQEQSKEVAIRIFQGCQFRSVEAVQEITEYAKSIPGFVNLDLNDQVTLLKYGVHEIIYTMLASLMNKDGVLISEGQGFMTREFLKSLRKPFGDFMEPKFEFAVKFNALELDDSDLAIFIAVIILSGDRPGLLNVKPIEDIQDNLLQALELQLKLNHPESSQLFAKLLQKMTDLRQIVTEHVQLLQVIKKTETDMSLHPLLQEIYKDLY
STAT3 inh = IL-6 driven STAT3 reporter inhibitors, primary screen, U3A cells, luciferase, luminescence, MLSCN library. IL-6 STAT3-luciferase reporter; host cell line lacks STAT1. inhibition, % at 5.5 µM. actives 0.89% (n = 190,000). AID 862, 2007;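 active means inhibition above the mean inhibition across all screened compounds plus 3 SD, cut at about 44% in these data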;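 further: 0% = DMSO only wells and 100% = 100 µM nifuroxazide control wells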
STAT3 activator = IL-6 driven STAT3 reporter potentiators, primary screen, U3A cells, luciferase, luminescence, MLSCN library | IL-6 STAT3-luciferase reporter; 100% = signal with IL-6 EC80 alone | activation (% of control), % at 5.6 µM | actives 0.91% (n = 190,000);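 active means activation above the screen-wide mean of compound activation plus 3 SD, cut at about 130% in these data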;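 further: 0% = background luminescence of wells with medium and substrate only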
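Test system: human U3A cells carrying STAT3-luciferase construct; control set: IL-6-only wells as 100% reference; timing: compound pre-incubation 1 h before IL-6, then 6 h stimulation at 37 °C; also added: IL-6 stimulus at 33 ng/mL final; evaluation: % activation versus median of IL-6-stimulated wells; detection: reporter luminescence signal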
TNAP act hi DEA = TNAP activators at high phosphate acceptor level, primary screen, biochemical, luminescence, uHTS. AID 1136, 2008. 200,000 tested, under 10 active. purified TNAP, CDP-star luminescence, 1 M DEA, 30 min; active compounds read high; 0 = EDTA background, 1 = DMSO-only activity. activation factor at 20 µM. Alkaline phosphatase, tissue-nonspecific isozyme (Homo sapiens), P05186;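 active means activation factor at least 2 at 20 µM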
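Assay system: human TNAP; Input: enzyme diluted 1/800 final; Reagent: CDP-star luminogenic substrate at 100 µM final; Timing: 30 min, room temperature; Signal: luminescence; Evaluation: TNAP activation factor scaled between EDTA and DMSO control wells.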
PPARg SRC2 recr = agonists of PPARg-SRC-2 recruitment, primary screen, biochemical, HTS | Peroxisome proliferator-activated receptor gamma (Homo sapiens), P37231 | PPARgamma LBD-SRC-2 recruitment | activation, % at 8 µM | actives 0.34% (n = 200,000) | AID 1032, 2008; in the data active means activation above about 22%;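 further: 0% = vehicle and 100% = reference agonist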
STAT1 inh = STAT1 signaling inhibitors, primary screen, cell-based, HTS, luciferase reporter | actives 0.35% (n = 200,000) | inhibition, % at 5.5 µM | NIH 3T3 STAT1-luciferase reporter, IFN-gamma, luminescence;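 active means inhibition above a set limit, the mean inhibition across all tested compounds plus 3 SD, cut at about 34% in these data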;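 further: 0% = IFN-gamma with DMSO and 100% = IFN-gamma with 300 µM nifuroxazide; values of inactives mirror those of a sister screen read the other way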
bIAP act = bovine intestinal alkaline phosphatase activators, primary screen, biochemical, bovine IAP, CDP-star luminescence; alkaline phosphatase, intestinal [Bos taurus]; purified bovine IAP, 30 min; active compounds read high; fold of DMSO-control signal, blank-subtracted; activation factor at 20 µM; actives 0.17% (n = 200,000);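 active means activation factor of 2 or more at 20 µM, a signal rise over negative controls twice the positive control's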
ROMK primary = ROMK potassium channel modulators, primary screen, cell-based, thallium flux, MLSMR library | Tet-inducible ROMK, thallium flux fluorescence; actives lie on both sides | B-score at 10 µM | actives 2% (n = 130,000) | AID 1918, 2009;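 active means signal ratio slope over the read window, or its plate-corrected B-score, at least 3 SD from the plate mean, either direction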;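 further: B-score of the F/F0 ratio slope over 7 to 12 s after thallium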
Target sequence (P48048 whole entry, looked up): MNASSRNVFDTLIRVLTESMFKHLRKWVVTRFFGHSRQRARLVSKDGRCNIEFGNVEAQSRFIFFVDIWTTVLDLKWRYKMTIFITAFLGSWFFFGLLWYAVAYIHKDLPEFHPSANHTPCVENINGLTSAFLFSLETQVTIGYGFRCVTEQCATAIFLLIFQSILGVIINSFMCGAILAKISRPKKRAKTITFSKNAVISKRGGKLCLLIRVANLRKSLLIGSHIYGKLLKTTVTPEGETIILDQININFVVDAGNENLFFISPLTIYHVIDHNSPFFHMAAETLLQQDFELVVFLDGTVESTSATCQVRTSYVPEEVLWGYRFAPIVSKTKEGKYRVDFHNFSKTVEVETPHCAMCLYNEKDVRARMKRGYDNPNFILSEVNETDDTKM
bIAP inhibitor = bovine intestinal alkaline phosphatase inhibitors, primary screen, selectivity assay for TNAP inhibitor project, biochemical, bovine IAP, CDP-star luminescence | alkaline phosphatase, intestinal [Bos taurus] | purified bovine IAP, 30 min | inhibition, % at 20 µM | 190,000 tested, under 10 active | AID 1019, 2008;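 active means over 50% inhibition of intestinal alkaline phosphatase at 20 µM in the single-dose screen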
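test system = bovine IAP enzyme | medium = DEA buffer 100 mM, pH 9.8, with MgCl2 1.0 mM, ZnCl2 0.02 mM | detection = luminescence | dosing = single compound dose of 20 µM, 2% DMSO final | incubation = 30 min reaction at room temperature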
PPARg SRC3 recr = PPARgamma agonists recruiting SRC-3 coactivator, primary screen, biochemical; Peroxisome proliferator-activated receptor gamma (Homo sapiens), P37231; biochemical PPARgamma/SRC-3 coactivator recruitment assay; activation, % at 8 µM; actives 0.26% (n = 200,000); AID 731, 2007; in the data active means activation above about 23%;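 further: 0% = DMSO and 100% = reference agonist; some compounds past the cut are filed as inactive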
* = called active by the depositor; . = no result given.

Molecule | TR-FRET SRC-2 ct | PPARg SRC1 recr | STAT3 inh | STAT3 activator | TNAP act hi DEA | PPARg SRC2 recr | STAT1 inh | bIAP act | ROMK primary | bIAP inhibitor | PPARg SRC3 recr
COc1cc(-c2cc(-c3ccc(O)cc3)nc(N)c2C#N)ccc1O | 1408 | -2.5 | 35.2 | 73.1 | 1 | -0.1 | 22.3 | 1.1 | 4.15* | -11.8 | -0.4
O=C(O)c1cc2ncc(-c3[nH]ncc3[N+](=O)[O-])cn2n1 | 1572 | 11.4 | -1.4 | 105.8 | 1 | 6.1 | -14.9 | 0.9 | 0.649 | 5.2 | 4.5
CCC(C)C(NC(=O)c1ccc(Cl)cc1Cl)C(=O)O (centres undefined) | 1463 | 2.3 | 3.1 | 101.3 | 1 | -2.1 | -8.0 | 0.5 | -0.00281 | 47.4 | -0.5
O=C(CCc1n[nH]c(=O)[nH]c1=O)N/N=C/c1ccc(Br)o1 | 1595 | 7.2 | 5.4 | 98.8 | 1 | 5.0 | -12.4 | 1 | 0.0775 | 0.1 | 3.1
CCOC(=O)N1CCC(N2C(=O)c3ccccc3C2Nc2ccc(S(=O)(=O)N3CCOCC3)cc2)CC1 (centres undefined) | 1568 | 3.2 | 1.3 | 102.7 | 1 | 3.2 | -7.7 | 1 | 1.1 | -3.7 | -1.9
O=C(CSc1nc2ccc(Cl)cc2[nH]1)NCCc1ccccc1 | 1440 | 0.7 | -7.9 | 104.6 | 1 | 6.1 | -7.0 | 1 | -0.0836 | 0.0 | -0.6
O=C(CN1CCN(CC(=O)Nc2ccccc2F)CC1)Nc1ccc2c(c1)OCCO2 | 1447 | -4.7 | 5.3 | 102.8 | 1.1 | -2.4 | -5.9 | 1 | 0.304 | 0.3 | -4.1
CCc1ccc2oc(-c3cc(N)cc(C)c3O)nc2c1 | 1653 | -3.0 | -17.3 | 117.8 | 1 | 3.7 | -14.0 | 0.6 | 0.546 | 44.1 | -1.8
O=C(COc1ccccc1F)N1CCN(S(=O)(=O)/C=C/c2ccccc2)CC1 | 1667 | 1.3 | 7.8 | 91.9 | 1 | 2.0 | -6.5 | 1.2 | 0.296 | -17.0 | 10.8
O=C(NCC1CCN(c2ccc(S(=O)(=O)N3CCOCC3)cc2)CC1)c1cccc(Cl)c1 | 1376 | -5.7 | 14.0 | 92.6 | 1.1 | 0.5 | 1.2 | 1 | -0.0806 | 1.1 | -10.6
CCNc1ccc(C(=O)O)cc1N | 1422 | -0.7 | 5.7 | 94.1 | 1 | -0.6 | -1.6 | 0.9 | 0.904 | 11.1 | -3.2
CCCc1nc(SCC(=O)N2CCCC2)c2ccccc2n1 | 1626 | -4.7 | 8.0 | 95.2 | 1 | 1.7 | 4.6 | 1 | -0.148 | -1.7 | 17.4
O=C(Nc1ccc2c(c1)oc1ccccc12)C1CC1 | 1426 | 2.7 | -45.1 | 143.3* | 1 | 3.2 | -19.3 | 1 | . | -0.8 | -8.8
CN(Cc1cccnc1)C(=O)CC1C(=O)NCCN1Cc1ccc(-c2ccccc2)cc1 (centres undefined) | 1746 | 7.0 | 6.2 | 95.4 | 1.1 | -0.3 | 4.1 | 1 | -0.442 | 3.3 | -1.4
COc1ccc(-n2nnnc2SCC(=O)NCc2cccs2)cc1 | 1585 | 5.6 | 13.8 | 92.5 | 1 | 5.4 | 0.4 | 1 | 0.0938 | 3.7 | 0.3
COc1ccc(NS(=O)(=O)c2ccc(Cl)c(C(=O)O)c2)cc1S(=O)(=O)N1CCCCC1 | 1645 | 5.4 | -0.4 | 102.3 | 1 | 4.4 | -10.0 | 1.1 | . | -12.4 | 3.7
COC(=O)CSc1nccc(-c2ccc(F)cc2)c1C#N | 1397 | -2.8 | 5.2 | 101.0 | 1 | 0.3 | 1.7 | 1.2 | -0.973 | -15.4 | 0.2
CCn1c(=NC(=O)CSC(C)=O)sc2ccccc21 | 1390 | 4.8 | 4.2 | 97.4 | 1 | -2.6 | -2.8 | 0.6 | -0.549 | 37.7 | 0.2
O=C(CSc1nc(-c2ccccc2Cl)ns1)NCc1ccc2c(c1)OCO2 | 1511 | 3.3 | -6.9 | 101.4 | 1 | -5.5 | -2.6 | 1 | . | 2.4 | -10.1
O=C1C(=O)N(Cc2cccc([N+](=O)[O-])c2)c2ccccc21 | 1329 | 2.6 | -0.1 | 104.2 | 1 | 0.5 | 8.0 | 1 | 1.34 | -3.6 | 5.8
COc1ccccc1CN(C)C(=O)C1(c2ccc(Cl)cc2)CC1 | 1604 | 1.9 | 14.7 | 86.5 | 1 | 2.5 | 4.1 | 0.9 | -0.177 | 11.2 | 6.5
COc1ccc(CNc2nc3ccccc3n2CCN2CCCCC2)c(OC)c1 | 1437 | -1.0 | 7.4 | 95.2 | 1 | 0.0 | 8.6 | 1 | -2.25 | 0.3 | -10.1
Cc1ccc(CNC(=O)/C=C/C(=O)O)cc1 | 1617 | 8.3 | -1.3 | 101.6 | 1 | 1.5 | -13.4 | 1 | -0.208 | -4.5 | -0.4
O=C(NCc1ccc(-c2nc3ccccc3s2)cc1)c1cc2ccccc2o1 | 1675 | 5.7 | 27.1 | 73.9 | 1 | 5.5 | -2.8 | 1.1 | . | -12.5 | -1.6
COc1ccccc1/C=N/NC(=O)CSc1cc(C)nc2ccccc12 | 1489 | -3.2 | 8.8 | 94.0 | 1 | 2.1 | 7.4 | 1.2 | 0.00359 | -16.3 | -1.9
Nc1ccc(C(=O)Nc2ccccc2C(=O)O)cc1 | 1341 | 2.9 | -9.0 | 104.8 | 1 | 1.3 | 1.6 | 1 | -1.75 | 1.3 | 5.1
O=C(CCCCn1c(=O)c2ccccc2n(CC(=O)Nc2cccc(F)c2)c1=O)NCc1ccco1 | 1425 | 1.5 | 1.9 | 103.9 | 1.1 | 10.0 | 7.6 | 0.9 | -0.401 | 7.2 | -3.9
COc1cc(CN2CCN(c3ccccc3F)CC2)cc(OC)c1O | 1404 | -7.9 | 10.7 | 95.0 | 1 | -2.5 | 11.1 | 0.9 | . | 10.7 | -10.1
CC(C)CN(CC(C)C)c1nc(N)c(C#N)c(CC#N)c1C#N | 1486 | 3.9 | -0.9 | 104.3 | 1 | 5.2 | 0.4 | 0.9 | . | 11.6 | -0.3
O=C(COc1cccc2c1CCN(Cc1ccccc1)C2=O)N1CCCCC1 | 1727 | 5.2 | 0.9 | 99.8 | 1 | -5.3 | 7.7 | 0.9 | -0.119 | 7.9 | 1.9
COc1ccc(N(CC(=O)NCCSc2ccccn2)S(C)(=O)=O)cc1 | 1652 | -0.5 | -3.5 | 104.2 | 1.1 | 7.0 | 4.0 | 1 | . | -4.7 | 8.7
O=C(/C=C/c1ccc(Cl)cc1)Nc1ccc(N2CCCCC2)cc1 | 1419 | 4.6 | 15.0 | 91.7 | 1 | 3.2 | 5.3 | 0.4 | . | . | 2.2
NC(=O)CN1CCOCCOCCN(CC(N)=O)CCOCC1 | 1679 | 6.9 | -2.1 | 101.9 | 1 | 14.2 | -0.5 | 1.5 | -0.267 | -47.8 | 2.5
COC(=O)CCC(=O)Nc1nc(-c2ccccc2)cs1 | 1670 | -2.5 | 8.7 | 96.8 | . | 2.2 | -6.4 | . | . | . | -0.1
C/C(=N/NS(=O)(=O)c1ccccc1)c1ccc(NC(=O)C(F)(F)F)cc1 | 1472 | -1.3 | -2.1 | 102.8 | 1 | 8.7 | -5.5 | 0.8 | 0.487 | 17.7 | -0.6
Cc1ccc(S(=O)(=O)N(Cc2cc3cccc(C)c3[nH]c2=O)c2ccccc2)cc1 | 1457 | 8.9 | 6.5 | 97.5 | 1 | 8.5 | 10.5 | 1 | -0.465 | 4.9 | -1.4
O=S(=O)(c1ccc(Br)s1)N1CCN(c2ncccn2)CC1 | 1538 | 4.9 | -0.9 | 100.9 | 1 | 5.1 | 4.4 | 0.9 | 0.0107 | 5.5 | -1.8
CN(CC(O)CON=C1c2ccccc2-c2ccccc21)S(=O)(=O)c1ccc(Br)cc1 (centres undefined) | 1762 | 11.5 | -0.3 | 96.1 | 1 | 13.3 | 1.4 | 1 | . | -1.4 | -0.9
COc1ccc(CNC(=O)CCn2cccc2)cc1 | 1591 | -0.4 | -0.6 | 100.4 | 1.1 | -2.9 | -3.2 | 1 | -0.154 | -1.8 | -0.8
NC12CC3CC(C1)CC(O)(C3)C2 | 1465 | 0.5 | 5.5 | 105.1 | 1 | -5.6 | 6.2 | 0.9 | . | 6.1 | -7.4
CC(=O)Nc1ccccc1NC(=O)C(F)(F)F | 1471 | 3.1 | 2.9 | 99.2 | 1.1 | 7.4 | 0.7 | 0.8 | . | 23.3 | -9.2
COc1ccc(CCNC(=O)CCNC(=O)c2ccc(Br)cc2)cc1OC | 1461 | 4.8 | -1.5 | 100.0 | 1.1 | -4.8 | 3.1 | 1 | . | 0.7 | -1.3
COc1ccc(NC(=S)N/N=C/c2cccn2Cc2ccccc2F)cc1 | 1710 | 9.5 | 6.1 | 98.2 | 1.1 | 7.9 | 11.8 | 0.9 | 0.207 | 7.5 | 0.9
Cc1csc(NC(=O)c2cc3c(s2)CCCC3)n1 | 1583 | 8.1 | 86.1* | 27.0 | 1.1 | 5.5 | 24.1 | 0.9 | . | 7.5 | -1.8

Some of these compounds in order of their number in ROMK primary, smallest number first.
smiles | ROMK primary
Cc1ccc(CNC(=O)/C=C/C(=O)O)cc1 | -0.208
CCc1ccc2oc(-c3cc(N)cc(C)c3O)nc2c1 | 0.546
O=C(O)c1cc2ncc(-c3[nH]ncc3[N+](=O)[O-])cn2n1 | 0.649
